Screening data: PubChem BioAssay, several laboratories
PDI turbidity: inhibitors of human PDI, primary screen, biochemical, turbidity, single point, plate reader. PDI insulin aggregation turbidity, A650, 90 min. inhibition, % at 10 µM. AID 588391, 2011. actives 0.052% (n = 350,000). Protein disulfide-isomerase (Homo sapiens), P07237;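 active = mean inhibition across replicates of 30% or more, whatever share of single replicates reach that level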;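 also: absorbance from insulin aggregation driven by PDI reduction with DTT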
Target sequence (P07237 whole entry, looked up): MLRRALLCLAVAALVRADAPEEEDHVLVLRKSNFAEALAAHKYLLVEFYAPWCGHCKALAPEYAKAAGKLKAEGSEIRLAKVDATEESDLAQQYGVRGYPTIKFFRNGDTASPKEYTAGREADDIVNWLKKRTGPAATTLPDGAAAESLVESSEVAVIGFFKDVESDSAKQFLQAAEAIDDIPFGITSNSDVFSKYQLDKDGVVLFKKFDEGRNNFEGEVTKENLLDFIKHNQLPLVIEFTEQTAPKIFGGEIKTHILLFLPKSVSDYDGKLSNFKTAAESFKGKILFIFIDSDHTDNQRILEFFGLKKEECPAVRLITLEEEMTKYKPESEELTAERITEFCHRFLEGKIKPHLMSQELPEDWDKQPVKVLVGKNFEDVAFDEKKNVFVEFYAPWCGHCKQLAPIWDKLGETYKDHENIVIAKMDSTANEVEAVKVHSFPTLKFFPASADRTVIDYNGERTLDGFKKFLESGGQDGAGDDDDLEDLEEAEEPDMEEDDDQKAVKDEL
HIF-2a block: HIF-2a reporter inhibitors, primary screen, luminescence, 786-0 RCC cells. 786-0 RCC cells HIF-2a reporter, luciferase luminescence, overnight. inhibition, % at 18.8 µM. actives 0.72% (n = 360,000);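 active = inhibition of the luminescence signal of 40% or more relative to plate controls, in a single-dose primary screen at 18.75 µM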
Vif imaging: HIV Vif self-association inhibitors, primary screen, imaging, HEK293T, single point; HEK293T cells, Vif self-association by quenched fluorescence, 24 h; inhibition, % at 7.49 µM; actives 0.35% (n = 340,000); in the data active = inhibition above about 50%, passing the limit was not always enough; also: some results filed as inactive read as strong as hits
Granule exo inh: LAMP-1 surface exposure blockers, TALL-104 cells – cell-based, flow cytometry, MLPCN library, primary screen; inhibition, % at 10 µM; actives 0.66% (n = 360,000); TALL-104 LAMP-1 surface exposure; cells stimulated with thapsigargin and PMA;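 active = inhibition above about 55%, limit read from the data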
NR2E3 ag-1: inhibitors of NR2E3-RetCOR corepressor binding, primary screen, NR2E3 agonist project, biochemical, TR-FRET, GST-NR2E3, biotin-RetCOR | Photoreceptor-specific nuclear receptor (Homo sapiens), Q9Y5X4 | AID 2300, 2010 | 1536-well | inhibition of corepressor binding, % at 4.78 µM | actives 0.12% (n = 320,000);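 active = percent inhibition above the cutoff of mean plus 3 SD of all tested compounds, set per screening campaign, cut at about 20% in these data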;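 also: 0% = DMSO wells and 100% = biotin wells as full block of FRET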
Target sequence (Q9Y5X4 whole entry, looked up): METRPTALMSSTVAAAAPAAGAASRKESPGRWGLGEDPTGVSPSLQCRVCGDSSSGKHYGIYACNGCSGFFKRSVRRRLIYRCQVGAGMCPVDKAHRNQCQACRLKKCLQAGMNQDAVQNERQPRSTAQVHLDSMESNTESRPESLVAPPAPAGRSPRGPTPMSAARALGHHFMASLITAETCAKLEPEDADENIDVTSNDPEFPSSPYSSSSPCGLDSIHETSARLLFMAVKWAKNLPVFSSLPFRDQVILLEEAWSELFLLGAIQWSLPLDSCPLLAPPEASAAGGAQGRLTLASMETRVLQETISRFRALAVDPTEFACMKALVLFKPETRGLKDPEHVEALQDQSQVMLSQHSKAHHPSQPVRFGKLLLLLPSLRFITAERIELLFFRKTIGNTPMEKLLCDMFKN
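Test system: GST-NR2E3 and biotin-RetCOR proteins | Quantity: 1.35 nM GST-tagged NR2E3 final | Medium: Tris pH 7.5 | Also added: 7 nM biotin-RetCOR | Dosing: Compound at 4.8 µM, single dose | Timing: 5 h at 4 °C | Detection: Time-resolved FRET | Read-out basis: Percent inhibition | Benchmarks: Biotin wells as high control, 0.6% DMSO wells as low control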
Peg3 promoter: Peg3 promoter-driven luciferase inhibitors, primary screen, cell-based, HeLa, luciferase luminescence; HeLa PEG-Prom luciferase reporter, overnight; inhibition, % at 20 µM; actives 1.7% (n = 360,000); AID 588405, 2011;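 active = inhibition of at least 50% at 20 µM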
iPSC survival up: enhancers of single-cell hiPSC survival, primary screen, ATPlite luminescence | 100% = ROCK inhibitor wells, 0% = DMSO | survival enhancement, % at 20 µM | actives 0.044% (n = 360,000) | AID 602274, 2012; in the data active = survival enhancement above about 18%;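 also: cells exposed to compounds for 16 hours before the ATP read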
NR2E3 ag-2: NR2E3 agonists in two-hybrid cells, primary screen, cell-based, luminescence, CHO-S, Gal4-NCOR/VP16-NR2E3 | Photoreceptor-specific nuclear receptor (Homo sapiens), Q9Y5X4 | luciferase | inhibition of corepressor binding, % at 3.98 µM | actives 0.35% (n = 360,000) | AID 602229, 2012;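 active = inhibition above the mean of all tested compounds plus 3 SD, cut at about 70% in these data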;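 also: 0% = DMSO with NR2E3 transfected cells and 100% = cells lacking NR2E3 construct; higher means lower luciferase signal from less NR2E3 corepressor binding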
aDG glyco act: activators of alpha-DG glycosylation, primary screen, uHTS, Pro5-aDG cells, AlphaScreen. alpha-DG glycosylation AlphaScreen (IIH6); 0% Pro5, 100% B10-LARGE cell signal. activation, % at 10 µM. actives 0.22% (n = 360,000). AID 624168, 2012;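 active = activation of at least 8% versus controls, or a plate z-score of at least 8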;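 also: Pro5 are CHO cells carrying HIG-tagged alpha-DG that lacks glycosylation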
TRPM1 prom inh: inhibitors of MITF-dependent TRPM1 promoter reporter, primary screen, cell-based, SK-MEL-5, single point, luciferase. SK-MEL-5 TRPM1 promoter luciferase, 24 h. inhibition, % at 12.5 µM. actives 0.83% (n = 330,000);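 active = mean inhibition across replicates of 60% or more, whatever share of single replicates reaches that level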; also: values of inactives mirror those of a sister screen read the other way
CaV13 ICDI inh: Primary screen for inhibitors of IQ motif and Ca2+-dependent inactivation inhibitor domain binding in CACNA1D, Förster resonance energy transfer in living cells, …. AID 743397. actives 0.098% (n = 340,000). inhibition, % at 12.3 µM. HEK cells, CFP/YFP FRET ICDI-IQ, plate reader, 10 min; percent FRET-ratio fall versus neutral wells;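 active = mean replicate inhibition of at least 30% and at least 1% of replicates passing that level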;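 also: 0% = median of the neutral control wells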
Starred values were filed as active, the others as inactive; · = not tested or not shown.

SMILES	PDI turbidity	HIF-2a block	Vif imaging	Granule exo inh	NR2E3 ag-1	Peg3 promoter	iPSC survival up	NR2E3 ag-2	aDG glyco act	TRPM1 prom inh	CaV13 ICDI inh
NS(=O)(=O)c1cccc(NC(=O)COC(=O)Cc2ccc(S(=O)(=O)N3CCCCC3)s2)c1	-2	13	-2	0	2	12	2.4	-16	-0.2	2	-5
CC(C)Cn1c(=O)c2sccc2n2c(CCCC(=O)N3CCC(N4CCCCC4)CC3)nnc12	0	6	-8	-3	1	11	-0.4	3	0.2	-14	-2
COc1ccc(C(=O)Nc2ccc(NC(=O)C3CC3)nc2)cc1	5	-5	-13	-6	0	-23	0.1	-1	0.2	10	-4
CCOC(=O)Cn1c(=O)c2c(nc(N3CCCCC3)n2C)n(C)c1=O	10	23	·	3	3	11	-3.5	-3	0.2	0	·
Cc1ccc2c(c1)-c1c(ssc1=S)C(C)(C)N2C(=O)CN1C(=O)c2ccccc2C1=O	-1	10	-29	0	-3	19	-0.5	-17	-0.1	19	-2
CCc1nnc(NC(=O)C2CCN(c3cnccn3)CC2)s1	-6	9	-2	0	2	-3	0.9	-19	0.1	5	-6
COc1ccc(N2C(=O)C3CCCN3C2c2cccc(F)c2)cc1Cl (stereo not given)	-1	5	-1	-5	-2	16	1.5	-4	0.3	-7	-20
CC1Cc2ccccc2N1C(=O)COC(=O)/C=C/c1ccc(F)cc1 (stereo not given)	-15	-5	16	3	-2	4	0.4	0	0.1	9	-5
Cc1ccccc1NC(=O)Cc1nc(COC(=O)CSc2ccc(F)cc2)cs1	-12	9	·	-3	·	16	0.0	-10	-0.1	·	-9
CCC(C)NC(=O)C1c2ccccc2C(=O)N(c2ccc(OC)cc2)C1c1ccc(OC)cc1 (stereo not given)	10	22	-2	8	0	14	1.9	-20	-0.2	-9	-8
CCCCn1c(-c2nn(C)c(C)c2Cl)n[nH]c1=S	-2	-22	3	0	2	4	5.0	-10	-0.3	8	·
O=C(Cn1cnc2ccccc21)N/N=C/c1ccco1	-9	19	-1	-1	3	12	-0.3	-6	0.9	-3	-7
COc1ccc(/C(N)=N/OC(=O)Cc2ccc(OC)c(OC)c2)cc1	-12	-12	-15	2	-2	-10	0.3	56	0.8	-9	-7
CCCCN(C(=O)Cc1cccs1)c1nnc(-c2cccnc2)s1	-2	-194	1	-1	1	-203	-1.5	-57	0.0	-82	-5
Cc1ccccc1NC(=O)C1C2CC/C=C\CCC21 (stereo not given)	-4	-8	0	-6	1	-4	3.1	-10	-0.1	-8	-3
Nc1nonc1-c1nc2ccccc2n1CC(=O)N1CCN(c2ccc(F)cc2)CC1	-2	31	-5	-4	3	11	-2.2	12	0.2	-5	-3
O=C1NC(=O)/C(=C/c2ccccc2Cl)N1	6	-15	39	-11	-1	-5	-0.1	-17	-0.1	-12	-19
CC1CCCCC1NC(=O)C1CCC(CNS(=O)(=O)c2cccc3cccnc23)CC1 (stereo not given)	2	5	10	-1	2	17	0.1	0	0.1	-3	-2
O=C(c1cccc(N2CCCC2=O)c1)N1CCN(c2cccc(Cl)c2)CC1	-5	8	-4	-5	-6	13	-0.6	-21	0.4	11	·
Cc1nn(-c2ccccc2)c(C)c1NC(=O)COC(=O)c1cc(Cl)ccc1O	-3	7	-7	9	-2	-8	-0.7	1	0.1	-5	-16

Filtered by structure, the compounds so far containing two or more sulfur atoms (four)
SMILES	PDI turbidity	HIF-2a block	Vif imaging	Granule exo inh	NR2E3 ag-1	Peg3 promoter	iPSC survival up	NR2E3 ag-2	aDG glyco act	TRPM1 prom inh	CaV13 ICDI inh
NS(=O)(=O)c1cccc(NC(=O)COC(=O)Cc2ccc(S(=O)(=O)N3CCCCC3)s2)c1	-2	13	-2	0	2	12	2.4	-16	-0.2	2	-5
Cc1ccc2c(c1)-c1c(ssc1=S)C(C)(C)N2C(=O)CN1C(=O)c2ccccc2C1=O	-1	10	-29	0	-3	19	-0.5	-17	-0.1	19	-2
Cc1ccccc1NC(=O)Cc1nc(COC(=O)CSc2ccc(F)cc2)cs1	-12	9	·	-3	·	16	0.0	-10	-0.1	·	-9
CCCCN(C(=O)Cc1cccs1)c1nnc(-c2cccnc2)s1	-2	-194	1	-1	1	-203	-1.5	-57	0.0	-82	-5

(more compounds)
SMILES	PDI turbidity	HIF-2a block	Vif imaging	Granule exo inh	NR2E3 ag-1	Peg3 promoter	iPSC survival up	NR2E3 ag-2	aDG glyco act	TRPM1 prom inh	CaV13 ICDI inh
Cc1csc2c(=O)n(CCO)c(=O)[nH]c12	1	7	-7	1	3	0	-0.7	4	-0.1	-4	-5
CCCCCc1c(C)[nH]c2nc3ccccc3n2c1=O	-12	-60	2	-10	-2	-62	0.0	4	-0.1	-22	-7
COCCN(C(=O)c1snc(C(N)=O)c1N)C(C(=O)NC1CCCCC1)c1ccc(F)cc1 (stereo not given)	-6	17	11	-14	1	-1	0.6	-24	0.0	6	-6
O=C(COC(=O)c1ccc2c(c1)C(=O)N(Cc1ccco1)C2=O)NCC(F)(F)F	-3	5	-5	-6	9	4	-0.4	5	0.0	5	-5
CC1(C)Cc2c(sc3ncn4nc(-c5ccco5)nc4c23)CO1	-2	19	-3	-1	1	22	2.0	-5	-0.4	-21	·
O=C(NCCS(=O)(=O)N1CCN(c2ccccc2F)CC1)c1ccc(Br)cc1	-4	-7	13	-7	-2	-10	-0.6	13	0.0	5	-5
CC(C)(C)NC(=O)NC12CC3CC(CC(C3)C1)C2	4	16	3	-3	3	6	0.8	1	-0.2	1	-6
CCC(OC(=O)CN1C(=O)c2ccccc2C1=O)C(=O)NC1CCCC1 (stereo not given)	-4	9	9	5	0	7	-0.5	-37	0.0	-10	-4
COc1ccc2c(c1)c(N=O)c(O)n2C	-4	9	3	-2	-4	8	1.4	-34	0.0	11	-1
O=C1CCCN1CCCNS(=O)(=O)c1ccccc1	-2	3	-15	-1	2	6	0.1	7	-0.1	-13	-5
C[C@@H]1CN([C@H](C)CO)C(=O)c2cc(NS(=O)(=O)c3ccc(F)cc3)ccc2O[C@@H]1CN(C)Cc1ccc(Cl)c(Cl)c1	8	-15	3	16	·	52*	5.7	7	0.2	0	-10
O=C(Cn1c(C(=O)O)cc2ccccc21)c1ccccc1	7	3	-4	-7	-1	4	-0.6	-24	-0.2	12	-2
CN1CCN(C(=O)c2cnn(-c3ccccc3)c2NC(=O)c2ccc(Br)cc2)CC1	-21	8	23	2	1	0	0.1	-6	0.4	8	-6
OCCN1CCN(c2nc(-c3ccccc3)nc3c2oc2ccccc23)CC1	-7	-45	66*	26	-1	17	7.5	-16	0.1	-9	·
O=C(Nc1cccc(S(=O)(=O)N2CCCCCC2)c1)c1cncc(Br)c1	7	18	-23	0	·	35	-1.1	-21	-0.2	5	-5
COCCCN(C(=O)c1cc2c(s1)CCCCC2)c1c(N)n(Cc2ccccc2)c(=O)[nH]c1=O	7	13	-11	-4	2	-7	0.4	10	0.1	2	-16
CC(c1ccco1)N(C(=O)c1ccc(S(=O)(=O)N2CCCCC2)cc1)c1ccccn1 (stereo not given)	-16	5	·	0	1	20	-0.1	-17	0.1	-7	-4
CNC(=O)c1sc(SC)cc1-c1ccc(Cl)cc1	2	7	-1	1	-3	-5	3.1	-9	0.0	4	·
O=C(CCC(=O)Nc1ccc(Br)cc1)N/N=C/c1cc([N+](=O)[O-])ccc1O	7	15	2	11	1	33	0.3	-20	0.1	14	-7
O=C(Nc1ccccc1Cl)c1cc(C2CCCCN2S(=O)(=O)c2ccc(F)cc2F)on1 (stereo not given)	5	-12	-11	-1	·	11	-1.7	-10	0.0	·	-4
CN(CC(=O)NNC(=O)c1cccnc1)S(=O)(=O)c1cc(Cl)ccc1Cl	0	14	8	-3	-2	16	1.1	-17	0.0	8	-1
CC(C)c1csc(CN2CCC(C(=O)Nc3cccc(-c4ccco4)c3)CC2)n1	6	0	-5	-8	·	-21	1.4	-39	-0.1	·	-5
COc1ccc2c(c1)c(C(C)=O)c(C)n2-c1ccccc1	4	12	-5	3	-2	3	-0.9	-32	-0.1	11	-8
CCC1CCCN1Cn1cnc2c([nH]c3ccccc32)c1=O (stereo not given)	2	12	·	4	-2	-1	-0.3	7	0.2	18	·
Cc1ccc(C2(C(F)(F)F)NC(=O)N3CCCN=C3S2)cc1 (stereo not given)	-2	10	-11	2	1	15	4.0	-23	0.1	5	-9
O=C1NC(=O)C2C1C(c1ccccc1)N1C3C(=O)NC(=O)C3C(c3ccccc3)N21 (stereo not given)	3	2	26	6	2	1	-0.8	-3	0.0	-23	-4
CCc1cc(=O)n2[nH]c(C)c(-c3ccccc3OC)c2n1	·	8	6	-3	1	16	16	5	-0.1	-3	-3
CC1Nc2ccccc2C(=O)N1NC(=O)c1ccc(Br)cc1 (stereo not given)	1	4	12	-5	-3	20	-0.4	-9	0.0	3	4
CCOC(=O)C1(CCCc2ccccc2)CCN(C(=O)CCn2cnnn2)CC1	12	-10	-1	-2	4	3	-0.4	-45	0.0	0	-7
CC(=O)CSc1ncnc2sc3c(c12)CCC(C)C3 (stereo not given)	-2	-108	3	-5	5	-83	1.7	-13	0.0	1	-18
CCCOC(=O)NC(CC)COC(=O)Nc1cccc(C)c1C (stereo not given)	-10	10	·	1	-2	19	-1.7	8	0.2	-12	·
CC(C)c1nnc(NC(=O)c2ccc(S(=O)(=O)N3CCOCC3)cc2)s1	·	-6	-1	-1	3	-12	1.7	-27	-0.2	-7	-9
CC1(C)CC(=O)C(C=Nc2cccnc2)=C(O)C1	9	17	0	-1	-1	3	-0.4	7	0.0	1	-5
COc1ccccc1/C=N/OCC(=O)NCc1ccc2c(c1)OCO2	-1	8	0	5	0	-15	-0.8	22	0.2	16	-5
CCOC(=O)C1CCCN(C(=O)C(C)(C)Oc2ccc(Cl)cc2)C1 (stereo not given)	5	12	-6	0	-1	24	0.5	-9	0.0	2	-6
CCOC(=O)Cc1csc(N/N=C/c2ccc(C(F)(F)F)cc2)n1	-6	58*	·	3	-1	-53	-0.8	-17	-0.1	13	-3
COc1cc(CNCCN2CCOCC2)ccc1OCc1ccccc1Cl	3	-4	-3	3	-4	-10	4.2	-16	0.3	-9	-5
CC(NC(=O)/C(=C\c1ccco1)NC(=O)c1ccco1)C(=O)O (stereo not given)	-1	12	4	-2	-2	14	-0.7	-28	0.0	2	-3
Cc1cc(C(=O)COC(=O)c2ccc(O)cc2O)c(C)n1-c1ccccc1	-16	-152	-3	-2	1	-149	1.1	25	0.8	-59	-3
